Bioassay records as filed in PubChem BioAssay.
procasp7 counter = counter-screen: procaspase-7 (human) activation; AID 463210; activation, % at 8.5 µM; recombinant procaspase-7, Ac-DEVD-pNA absorbance 405 nm; D23A/D198A/D206A triple mutant, cannot self-cleave; scale: DMSO 0, 5 µM enzyme 100; P55210; 330,000 tested, 0.093% active;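 active = percent activation above the screen-wide mean plus 3 SD, cut at about 25% in these data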
Target sequence (P55210 whole entry D23A/D198A/D206A): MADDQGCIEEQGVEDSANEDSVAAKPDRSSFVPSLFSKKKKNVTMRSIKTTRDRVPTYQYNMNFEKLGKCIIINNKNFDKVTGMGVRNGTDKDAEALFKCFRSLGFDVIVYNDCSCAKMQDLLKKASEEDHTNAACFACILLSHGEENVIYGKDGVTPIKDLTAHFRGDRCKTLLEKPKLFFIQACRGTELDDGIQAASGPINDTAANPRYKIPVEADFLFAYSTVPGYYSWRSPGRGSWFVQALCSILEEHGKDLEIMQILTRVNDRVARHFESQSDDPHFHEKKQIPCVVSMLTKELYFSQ
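Assay system – Uncleavable procaspase-7 mutant enzyme · Quantity – 2 µM procaspase-7 mutant as dispensed · Times – 1 h preincubation, 2 h reaction · Dosing – single nominal 8.5 µM compound dose, 0.8% DMSO final · Buffer or medium – Zinc-free 50 mM HEPES buffer, pH 7.4, with NaCl and Triton X-100 · Detection – Epi-absorbance of released pNA at 405 nm, two timepoints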
CTSL1 counter = cathepsin L1 inhibition, PFM18AAP counter-screen. AID 1906. recombinant F. hepatica cathepsin L1, Z-Leu-Arg-MCA fluorescence. inhibition, % at 5.96 µM. 300,000 tested, 0.49% active;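 active = inhibition above the mean of all tested compounds plus 3 SD, set per screening campaign, cut at about 17% in these data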;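 also: 0% = plate median of test compound wells and 100% = 1 µM Z-Phe-Ala-diazomethylketone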
PP1 counter = PP1-alpha (human) inhibition in PP5 counter-screen. P62136. purified PP1alpha, OMFP fluorescence. inhibition, % at 6.7 µM. 320,000 tested, 0.9% active;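 active = inhibition above the mean inhibition of all tested compounds plus 3 SD, computed separately for each screening campaign, cut at about 15% in these data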
Target sequence (P62136 whole entry, looked up): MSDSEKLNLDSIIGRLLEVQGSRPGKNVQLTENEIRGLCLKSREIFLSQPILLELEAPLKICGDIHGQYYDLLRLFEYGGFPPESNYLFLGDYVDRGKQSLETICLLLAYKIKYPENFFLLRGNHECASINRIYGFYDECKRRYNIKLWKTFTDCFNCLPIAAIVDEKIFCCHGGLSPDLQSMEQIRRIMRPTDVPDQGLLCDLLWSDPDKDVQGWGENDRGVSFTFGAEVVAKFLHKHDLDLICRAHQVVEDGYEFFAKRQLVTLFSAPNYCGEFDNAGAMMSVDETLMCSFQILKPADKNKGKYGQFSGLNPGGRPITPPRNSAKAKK
procasp3 activ = activators of human procaspase-3. AID 463141. 330,000 tested, 0.11% active. recombinant procaspase-3 D3A, Ac-DEVD-pNA absorbance 405 nm. P42574. activation, % at 8.5 µM;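 active = activation above the mean of all tested compounds plus 3 SD, cut at about 21% in these data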;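 also: 0% = DMSO alone and 100% = DMSO wells spiked with extra 5 µM PC-3 D3A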
Target sequence (P42574 whole entry D9A/D28A/D175A): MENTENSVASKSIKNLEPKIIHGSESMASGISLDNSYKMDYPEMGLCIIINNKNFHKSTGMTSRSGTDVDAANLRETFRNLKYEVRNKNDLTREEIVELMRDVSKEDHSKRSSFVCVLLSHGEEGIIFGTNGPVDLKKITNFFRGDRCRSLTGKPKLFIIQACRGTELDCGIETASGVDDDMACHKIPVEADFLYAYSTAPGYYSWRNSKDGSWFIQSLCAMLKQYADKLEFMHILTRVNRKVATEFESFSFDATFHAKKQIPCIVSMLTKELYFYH
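Assay system: Autoprocessing-dead procaspase-3 D3A mutant enzyme; also added: Ac-DEVD-pNA; doses: one concentration, 8.5 µM nominal, 0.8% DMSO; times: 1 h compound preincubation, 2 h substrate hydrolysis at 25 °C; technique: 405 nm absorbance of p-nitroaniline, reads at 0 and 120 min; measure: % activation between DMSO and enzyme-spiked controls; repeats: single replicate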
PAFAH2 FP inh = PAFAH2 (human) inhibition; inhibition, % at 3.39 µM; recombinant PAFAH2, FP-rhodamine activity probe, fluorescence polarization; 340,000 tested, 0.99% active;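 active = inhibition above the mean over all tested compounds plus 3 SD, cut at about 30% in these data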;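 also: inhibitors block probe labeling of enzyme so polarization drops; 0% = enzyme with DMSO and 100% = wells lacking PAFAH2 protein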
AHR act = activators of human aryl hydrocarbon receptor. AHR-responsive luciferase reporter cells, luminescence. activation, % at 5 µM. 320,000 tested, 2.5% active. AID 2796; in the data active = activation above about 47%;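 also: 0% = vehicle wells and 100% = reference agonist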
TPT1 inhibitor = blocks Candida albicans tRNA 2'-phosphotransferase; inhibition, % at 5 µM; recombinant caTPT1, FP RNA substrate dephosphorylation; 300,000 tested, 0.81% active;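 active = inhibition above the mean of all tested compounds plus 3 SD, set per screening campaign, cut at about 24% in these data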;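 also: plate controls were DMSO alone for no effect and ferristatin control at 100 nM for full effect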
PP5 primary = PP5 (human) phosphatase inhibition; purified PP5c, OMFP substrate fluorescence; inhibition, % at 6.7 µM; AID 1987; 320,000 tested, 0.18% active;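 active = inhibition above the campaign's mean inhibition across all tested compounds plus 3 SD, cut at about 9.5% in these data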;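 also: 0% = DMSO only and 100% = 100 µM cantharidin control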
HCV core dimer = blocks dimerization of HCV core protein. TR-FRET GST/Flag-core106 dimerization, 1536-well. inhibition, % at 5 µM. 300,000 tested, 0.33% active. AID 1899;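 active = inhibition above the mean of all tested compounds plus 3 SD, set per screening campaign, cut at about 45% in these data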
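Assay system: tagged HCV core106 pair (GST and Flag); medium: KF-containing HEPES buffer, pH 7.45, DTT, CHAPS, BSA; also added: Eu donor and XL665 acceptor anti-tag antibodies; dosing: 5 µM single dose; timing: compound-protein-antibody incubation 4 h at 22.5 °C; signal: TR-FRET 671 and 617 nm emission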
Active calls of the source: *.

Screening Cc1ccc2nc(-c3cccc(S(=O)(=O)N(C)C)c3)cn2c1 returned procasp7 counter 6, CTSL1 counter -3, PP1 counter -5, procasp3 activ -3, PAFAH2 FP inh -8, AHR act 26, TPT1 inhibitor 5, PP5 primary 2.2 and HCV core dimer 0.
For Cc1ccc(CN(C)C(=O)COc2ccc(S(=O)(=O)N3CCCC3)cc2[N+](=O)[O-])c(C)c1 the results were procasp7 counter 11, PP1 counter 1, procasp3 activ -1, PAFAH2 FP inh -1, AHR act 0 and PP5 primary 2.4.
`COc1ccc(C2c3ccc4ccccc4c3Oc3ncn4nc(Cc5ccccc5)nc4c32)cc1OC` (stereo not drawn) gave procasp7 counter -1, CTSL1 counter 3, PP1 counter 1, procasp3 activ -3, PAFAH2 FP inh -26, AHR act 1, TPT1 inhibitor 3, PP5 primary 2.4 and HCV core dimer 4.
COc1cc(C(N)=O)cc(Br)c1OC was read as procasp7 counter 4, CTSL1 counter -1, PP1 counter -2, procasp3 activ -1, PAFAH2 FP inh 4, AHR act 0, TPT1 inhibitor -5, PP5 primary -0.9 and HCV core dimer -1.
For COc1ccc(CCNC(=O)COC(=O)c2ccc[nH]c2=O)cc1 the results were procasp7 counter -6, CTSL1 counter -1, PP1 counter -2, procasp3 activ 24*, PAFAH2 FP inh 2, AHR act -2, TPT1 inhibitor 0, PP5 primary 2.3 and HCV core dimer 5.
CC(C)(C)C1COc2ccccc2N1C(=O)c1cccc(Cl)c1 (stereo not drawn) was read as procasp7 counter 1, CTSL1 counter 6, PP1 counter -2, procasp3 activ 3, PAFAH2 FP inh -9, AHR act 2, TPT1 inhibitor -2, PP5 primary -0.7 and HCV core dimer -18.
For NC(=O)CC(NC(=O)Cc1ccc(Cl)cc1)c1ccc(N2CCN(c3ccccn3)CC2)c([N+](=O)[O-])c1 (stereo not drawn) the results were procasp7 counter 3, CTSL1 counter 1, PP1 counter 4, procasp3 activ 10, PAFAH2 FP inh 1, AHR act 1, TPT1 inhibitor 0, PP5 primary 0.4 and HCV core dimer 6.
For COc1ccccc1OCC(=O)N(Cc1nc(-c2ccccc2)no1)C(C)C the results were procasp7 counter -1, CTSL1 counter 0, PP1 counter -1, procasp3 activ 6, PAFAH2 FP inh 6, AHR act 2, TPT1 inhibitor -3, PP5 primary 3.6 and HCV core dimer -1.
Screening NS(=O)(=O)c1ccc(N2C(=O)C3CC=CCC3C2=O)cc1 (stereo not drawn) returned procasp7 counter -4, CTSL1 counter -3, PP1 counter -4, procasp3 activ 11, PAFAH2 FP inh -5, AHR act 1, TPT1 inhibitor 0, PP5 primary 0.3 and HCV core dimer -7.
Cc1cccc(-c2nc(CS(=O)CC(=O)NCCc3ccc(Cl)cc3)c(C)o2)c1 (stereo not drawn) was read as procasp7 counter 6, CTSL1 counter 1, PP1 counter 0, procasp3 activ -7, PAFAH2 FP inh 10, AHR act 6, TPT1 inhibitor 1, PP5 primary 0.5 and HCV core dimer -1.
`CCOC(=O)c1c(P(=O)(N2CCOCC2)N2CCOCC2)noc1N` gave procasp7 counter 4, CTSL1 counter -1, PP1 counter 0, procasp3 activ 1, PAFAH2 FP inh -37, AHR act 1, TPT1 inhibitor -2, PP5 primary 1.4 and HCV core dimer 2.
Screening Cc1cccnc1NC(=O)CCNC(=O)c1ccc(Cl)cc1 returned procasp7 counter -5, CTSL1 counter -2, PP1 counter 1, procasp3 activ -8, PAFAH2 FP inh 6, AHR act 4, TPT1 inhibitor 0, PP5 primary 3.3 and HCV core dimer 9.
COc1ccc(C(=O)NCCSCc2ccc(Cl)cc2)cc1OC was read as procasp7 counter -2, CTSL1 counter 1, PP1 counter -2, procasp3 activ -2, PAFAH2 FP inh 0, AHR act 2, TPT1 inhibitor 1, PP5 primary -2.5 and HCV core dimer -12.
`CCOCC(=O)Nc1nc2ccccc2s1` gave procasp7 counter 3, CTSL1 counter 5, PP1 counter -4, procasp3 activ 3, PAFAH2 FP inh 1, AHR act 11, TPT1 inhibitor -1, PP5 primary 1.1 and HCV core dimer -2.
Screening O=C(NC1CCCN(c2ccc(C(F)(F)F)cn2)C1)c1ccnc(Cl)c1 (stereo not drawn) returned procasp7 counter -1, CTSL1 counter 0, PP1 counter 1, procasp3 activ -1, PAFAH2 FP inh -8, AHR act 6, TPT1 inhibitor 6, PP5 primary 5.7 and HCV core dimer 1.
For Cc1ccc(C(=O)N[C@H](C(=O)OCc2cc(=O)oc3cc(C)ccc23)C(C)C)cc1 the results were procasp7 counter 4, CTSL1 counter -7, PP1 counter -4, procasp3 activ -7, PAFAH2 FP inh -15, AHR act 0, TPT1 inhibitor -1, PP5 primary 3.6 and HCV core dimer 6.
`Cn1cc([N+](=O)[O-])c(C(=O)Nc2ccc(Br)cn2)n1` gave procasp7 counter -19, CTSL1 counter 9, PP1 counter -9, procasp3 activ 10, PAFAH2 FP inh -1, AHR act 24, TPT1 inhibitor -14, PP5 primary -0.5 and HCV core dimer 2.
For COc1ccc(Cl)cc1NC(=O)C(OC)c1ccccc1 (stereo not drawn) the results were procasp7 counter 9, CTSL1 counter -2, PP1 counter -8, procasp3 activ 3, PAFAH2 FP inh 0, AHR act 101*, TPT1 inhibitor 0, PP5 primary 2.6 and HCV core dimer 1.
For O=C(c1cccc(F)c1)N1CCN(c2ccc([N+](=O)[O-])c(N3CCOCC3)c2)CC1 the results were procasp7 counter -5, CTSL1 counter 3, PP1 counter 1, procasp3 activ -11, PAFAH2 FP inh -4, AHR act 1, TPT1 inhibitor 3, PP5 primary 2.5 and HCV core dimer -4.
Screening O=C(NCc1ccccc1)Nc1cccn(Cc2ccc(Cl)cc2)c1=O returned procasp7 counter 7, CTSL1 counter 2, PP1 counter 2, procasp3 activ 9, PAFAH2 FP inh 2, AHR act 4, TPT1 inhibitor 2, PP5 primary 0.9 and HCV core dimer 7.

Retrieved one by one from the list above, 4 records:
For COc1ccc(CCNC(=O)COC(=O)c2ccc[nH]c2=O)cc1 the results were procasp7 counter -6, CTSL1 counter -1, PP1 counter -2, procasp3 activ 24*, PAFAH2 FP inh 2, AHR act -2, TPT1 inhibitor 0, PP5 primary 2.3 and HCV core dimer 5.
For Cc1ccc(C(=O)N[C@H](C(=O)OCc2cc(=O)oc3cc(C)ccc23)C(C)C)cc1 the results were procasp7 counter 4, CTSL1 counter -7, PP1 counter -4, procasp3 activ -7, PAFAH2 FP inh -15, AHR act 0, TPT1 inhibitor -1, PP5 primary 3.6 and HCV core dimer 6.
Screening O=C(NCc1ccccc1)Nc1cccn(Cc2ccc(Cl)cc2)c1=O returned procasp7 counter 7, CTSL1 counter 2, PP1 counter 2, procasp3 activ 9, PAFAH2 FP inh 2, AHR act 4, TPT1 inhibitor 2, PP5 primary 0.9 and HCV core dimer 7.
Screening Cc1cccnc1NC(=O)CCNC(=O)c1ccc(Cl)cc1 returned procasp7 counter -5, CTSL1 counter -2, PP1 counter 1, procasp3 activ -8, PAFAH2 FP inh 6, AHR act 4, TPT1 inhibitor 0, PP5 primary 3.3 and HCV core dimer 9.

The listing continues.
For CCCCNc1ccccc1C(=O)OCC(=O)Nc1ccc(S(N)(=O)=O)cc1 the results were procasp7 counter 21, CTSL1 counter -1, PP1 counter 2, procasp3 activ 13, PAFAH2 FP inh -4, AHR act 0, TPT1 inhibitor 0, PP5 primary 4.5 and HCV core dimer -4.
`Cc1nc(N2CCN(c3ccccn3)CC2)c2c(C)c(C(=O)Nc3ccc(Br)cc3C)sc2n1` gave procasp7 counter -14, CTSL1 counter 0, PP1 counter 10, procasp3 activ 0, PAFAH2 FP inh -9, AHR act 6, TPT1 inhibitor 1, PP5 primary -3.5 and HCV core dimer 29.
CC(C)C(=O)NNC(=O)CSc1nc(C2CCCCC2)nc2ccccc12 was read as procasp7 counter 8, CTSL1 counter 3, PP1 counter -1, procasp3 activ 4, PAFAH2 FP inh -6, AHR act 2, TPT1 inhibitor -5, PP5 primary -0.8 and HCV core dimer 1.
For CCOc1[nH]n(-c2ccccc2)c(=O)c1C=Nc1ccc(OC)cc1 the results were procasp7 counter -5, CTSL1 counter 0, PP1 counter -3, procasp3 activ 2, PAFAH2 FP inh -6, AHR act 33, TPT1 inhibitor -5, PP5 primary 2.7 and HCV core dimer 2.
For Cc1cc(C)nc(SCC(=O)OCC(=O)Nc2ccccc2)n1 the results were procasp7 counter 4, CTSL1 counter -3, PP1 counter 3, procasp3 activ 0, PAFAH2 FP inh 6, AHR act -4, TPT1 inhibitor 2, PP5 primary 1.5 and HCV core dimer -6.
C[C@]12CC[C@H](O)CC1=CCC1C2CC[C@@]2(C)C1CC[C@@H]2NC(=O)[C@@H](N)Cc1ccccc1 (stereo partly drawn) was read as procasp7 counter 2, procasp3 activ 13, PAFAH2 FP inh 5 and AHR act 0.
Cc1ccccc1NC(=O)c1ccc([N+](=O)[O-])o1 was read as procasp7 counter 7, CTSL1 counter 1, PP1 counter -3, procasp3 activ 7, PAFAH2 FP inh 7, AHR act 0, TPT1 inhibitor 0, PP5 primary 1.3 and HCV core dimer -5.
CCCn1c2ccccc2c2cnn(CC(=O)NC3CCN(Cc4ccccc4)CC3)c(=O)c21 was read as procasp7 counter 6, CTSL1 counter 3, PP1 counter 0, procasp3 activ -4, PAFAH2 FP inh 8, AHR act 0, TPT1 inhibitor -1, PP5 primary 3.7 and HCV core dimer 7.
CCOc1cccc2c1OC1(C)CC2NC(=O)N1c1cccc(Cl)c1 (stereo not drawn) was read as procasp7 counter -1, CTSL1 counter -2, PP1 counter -2, procasp3 activ -3, PAFAH2 FP inh 13, AHR act -1, TPT1 inhibitor 0, PP5 primary -1.4 and HCV core dimer 0.
For Cc1cc2nc(C3CCN(C(=S)NCC(C)C)CC3)[nH]c2cc1C the results were procasp7 counter -1, CTSL1 counter 0, PP1 counter 0, procasp3 activ 8, PAFAH2 FP inh 0, AHR act 32, TPT1 inhibitor -2, PP5 primary 3.4 and HCV core dimer 11.
For COc1ccccc1C(=O)NCCC(=O)N(C)Cc1ccc(C)o1 the results were procasp7 counter 0, CTSL1 counter -2, PP1 counter 5, procasp3 activ -8, PAFAH2 FP inh 0, AHR act -1, TPT1 inhibitor 0, PP5 primary 0.1 and HCV core dimer -4.
Screening CCCN(CCC)CCCNC(=O)c1ccc(CS(=O)(=O)c2c(Cl)cccc2Cl)o1 returned procasp7 counter 4, CTSL1 counter -9, PP1 counter 0, procasp3 activ -3, PAFAH2 FP inh -3, AHR act 0, TPT1 inhibitor -2, PP5 primary -0.8 and HCV core dimer -8.
